# IP6K1 inh: blocks human inositol hexakisphosphate kinase 1; Q92551; IP6K1 kinase, ADP-Glo luminescence, 2 h; stronger effect = lower value; activity change, % (series mostly up to about 58 µM); 0.81% of 140,000 active; AID 1645851; in the data active means activity change below about -25%
# Target sequence (Q92551 whole entry, looked up): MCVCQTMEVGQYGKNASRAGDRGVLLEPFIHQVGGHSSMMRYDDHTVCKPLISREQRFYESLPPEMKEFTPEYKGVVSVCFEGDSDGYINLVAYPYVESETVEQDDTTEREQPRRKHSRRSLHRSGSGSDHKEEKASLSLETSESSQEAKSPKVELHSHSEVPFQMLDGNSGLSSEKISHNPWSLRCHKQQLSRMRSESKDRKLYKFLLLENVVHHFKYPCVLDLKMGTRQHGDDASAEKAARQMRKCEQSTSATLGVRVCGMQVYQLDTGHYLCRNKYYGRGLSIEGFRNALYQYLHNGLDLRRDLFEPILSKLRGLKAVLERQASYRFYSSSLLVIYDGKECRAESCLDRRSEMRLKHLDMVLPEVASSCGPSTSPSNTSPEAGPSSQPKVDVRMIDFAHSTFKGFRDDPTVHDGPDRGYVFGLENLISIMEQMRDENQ
#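 ADP-Glo luminescence measures ADP made by human IP6K1 during a 2 h RT reaction with ATP/IP6 (mix at 1.3 mM/130 uM); top library doses 57.5 and 19.1 uM final.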
# HEK293 tox: kills HEK 293 cells. HEK 293 viability, ATP luminescence (CellTiter-Glo), 48-72 h. Potency, µM (top dose mostly 115 µM), inactives show at the highest dose activity change, negative = cytotoxicity, hits mostly inhibitors. 6.6% of 94,000 active. AID 1345083; further: potency means the concentration at half of the fitted maximal effect; nearly all actives have a fitted effect of over 60% in size
#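 Viability of HEK 293 cells, plated at 250 cells/well, was judged by cellular ATP after compound treatment for 48 or 72 hr. Luminescence was imaged 10 min after CellTiter-Glo addition at room temperature.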
# SNCA expr inh: reduces expression of the alpha-synuclein gene | 0.17% of 140,000 active | AID 1671194 | HEK-293 SNCA-luciferase knock-in, luminescence, 24 h | Potency, µM (highest dose often 57.2 µM), for inactives: at the highest dose activity change, negative = inhibition, usual class: inhibitors;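 further: potency means the concentration at half of the fitted maximal effect; plate controls were DMSO cells for no effect and cell-free wells for full effect; nearly all actives have a fitted effect of over 45% in size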
# NIH3T3 tox: NIH 3T3 cell cytotoxicity. NIH 3T3 viability, CellTiter-Glo ATP luminescence, 48-72 h. Potency, µM (top dose mostly 96.7 µM), without a hit: at the top dose activity change, negative = cytotoxicity, usual class: inhibitors. 4.3% of 94,000 active; further: potency means the concentration at half of the fitted maximal effect; nearly all actives have a fitted effect of over 55% in size
#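 Cells were seeded at 400 per well, treated with pin-transferred compound, and kept 48 or 72 hr at 37 °C before CellTiter-Glo addition and luminescence imaging of cellular ATP.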
# Luciferase inh: blocks purified firefly luciferase enzyme activity; P08659; purified P. pyralis luciferase, luminescence, biochemical; Potency, µM (titrated, usually from 115 µM), for the others: at the top dose activity change, negative = inhibition, actives largely listed as inhibitors; 2.5% of 76,000 active; further: potency means the concentration at half of the fitted maximal effect; nearly all actives have a fitted effect of over 65% in size
# Target sequence (P08659 whole entry, looked up): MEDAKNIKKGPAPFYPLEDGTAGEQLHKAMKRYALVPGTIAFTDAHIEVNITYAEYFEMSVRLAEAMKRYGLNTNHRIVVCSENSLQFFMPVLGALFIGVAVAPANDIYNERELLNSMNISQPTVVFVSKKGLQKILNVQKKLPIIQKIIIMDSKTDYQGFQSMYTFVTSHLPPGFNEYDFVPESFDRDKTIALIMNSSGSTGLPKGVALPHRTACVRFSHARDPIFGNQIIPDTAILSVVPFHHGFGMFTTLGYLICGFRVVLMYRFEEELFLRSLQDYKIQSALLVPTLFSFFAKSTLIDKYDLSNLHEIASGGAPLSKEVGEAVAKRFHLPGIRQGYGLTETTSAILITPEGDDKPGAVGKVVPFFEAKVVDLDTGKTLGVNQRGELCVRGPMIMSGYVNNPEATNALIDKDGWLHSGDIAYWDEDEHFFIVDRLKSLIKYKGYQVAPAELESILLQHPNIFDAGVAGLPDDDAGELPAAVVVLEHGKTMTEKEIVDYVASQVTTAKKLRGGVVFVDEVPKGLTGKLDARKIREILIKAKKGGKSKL
#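 Luminescence read by CCD imager after adding enzyme (10nM final) to wells holding compound, titrated in qHTS. Substrates 10uM each D-luciferin and ATP; buffer 50mM Tris acetate pH 7.5, 10mM Mg acetate, Tween-20, BSA.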
# GPT2 inhibitor: GPT2 alanine aminotransferase inhibition | 0.25% of 100,000 active | AID 1671188 | Q8TD30 | Potency, µM (highest dose often 57.7 µM), for inactives: at the top dose activity change, negative = inhibition, usual class: inhibitors | Recombinant GPT2, coupled pyruvate oxidase/HRP Amplex Red fluorescence; further: potency means the concentration at half of the fitted maximal effect; nearly all actives have a fitted effect of over 60% in size; many of its hits are not listed in these tables
#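 Fluorescence read-out: pyruvate from GPT2 turnover coupled to pyruvate oxidase, HRP and Amplex Red (0.2mM ThPP, 0.2U/mL PO and HRP, 50uM Amplex final). Substrates 250uM a-KG, 2mM L-alanine; enzyme 10ng/uL; 30 min RT.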
# SNCA viab count: counter-screen for SNCA expression inhibitors: cell viability; HEK-293-SNCA-luc viability, GF-AFC fluorescence, 24 h; Potency, µM (series often up to 57.1 µM), for the others: at the top dose activity change, negative = cytotoxicity, actives largely listed as cytotoxic; 0.12% of 150,000 active; AID 1671193;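 further: potency means the concentration at half of the fitted maximal effect; 0% = DMSO-treated cells and -100% = medium-only wells without cells; nearly all actives have a fitted effect of over 30% in size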
#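 HEK-293-SNCA-luc cells (1500/well) plated 24 h, then exposed 24 h to a dilution series; GF-AFC added 30 min at 37C, fluorescence 405/540 nm; normalised to medium-only and DMSO wells, Hill fit.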
# Starred values were filed as active, the others as inactive; i = inactive; ? = inconclusive; / = no result given; & = joins results of further samples; [ ] = remark or other dose. Unless noted, the call rests on the fitted dose curve; in most records, active means well fitted curve in the direction sought with a large enough effect; inconclusive means small, poorly fitted or top-dose-only effect, or another doubt; inactive means no such curve, though single readings can be large; an effect the other way counts as inactive or inconclusive. Unless noted, on the % scale 0 is the no-effect control and ±100 the full control effect. This is a subset; rates above refer to the full screens.
SMILES,IP6K1 inh,HEK293 tox,SNCA expr inh,NIH3T3 tox,Luciferase inh,GPT2 inhibitor,SNCA viab count
O=C(c1ccoc1)N1CCCC(CCc2ccc(F)c(F)c2)C1 (stereo unspecified),6,?,16%,?,?,-1%,-1%
CC1(C)C(=O)C(C)(C)c2cc(C(=O)Nc3ccc(C(=O)O)cc3)ccc21,2,/,/,/,/,5%,3%
COc1cccc(NC(=O)Cn2c(=O)c(-c3noc(C)n3)c3n(c2=O)CCCC3)c1,0,-8%,-4%,-9%,-16%,i,5%
COc1cc(F)ccc1-c1ccnc2nc(C3CCC3)nn12,-10,-13%,-20%,5%,7%,i,11%
COc1ccc(OC)c(NC(=O)c2c(NCc3ccc(OC)c(OC)c3)sc3c2CCC(C)C3)c1 (stereo unspecified),-6,/,0%,/,/,/,-15%
COCCNC(=O)[C@@H]1CCC[C@@H](NC(=O)c2cc(C)on2)CN(C)C(=O)C1,14,-2%[172 µM],-5%[87.6 µM],2%[138 µM],-2%[172 µM],3%[88.5 µM],9%[87.6 µM]
Cc1cc(C)cc(NC(=O)c2cc(S(=O)(=O)N3CCCCCC3)cn2C)c1,0,/,16%,/,/,/,5%
C[C@@H]1CN(c2ccc3nnc(-c4ccccn4)n3n2)C[C@H](C)O1,-11,?,?,79µM*,-13%[172 µM],-4%[88.5 µM],-7%[87.6 µM]
c1ccc2oc(CN3Cc4[nH]cnc4C[C@H]3c3nc(-c4ccc5c(c4)OCO5)no3)cc2c1,13,-30%,?,-14%,?,-5%,-14%
COc1ccc(-n2nc3ccc(NC(=O)c4cccc(OCCC(C)C)c4)cc3n2)cc1,41,/,-12%,/,/,/,-8%
CC(=O)NCC(=O)N1CCCn2cc(-c3cccc(C#N)c3)nc21,10,-7%,-19%,i,4%,i,-11%
Fc1ccc(-c2cnc([C@@H]3COCCN3Cc3cnc4ccccc4c3)[nH]2)c(F)c1,5,89µM*,-19%[87.6 µM],?,-8%[172 µM],-5%[88.5 µM],-14%[87.6 µM]
COCCN1CC2(CCOC2)N(C2CCN(C(=O)Cc3ccccc3F)CC2)C1=O (stereo unspecified),11,5%,42%[activator],-27%,/,i,17%
Cn1cnnc1-c1nn(C)c2c1CN(C(=O)c1nn(C)c3ccccc13)CC2,-18,3%,-26%,1%,0%,i,-1%
Cc1cc(C)n2nc(CNC(=O)c3c(F)cccc3F)nc2n1,25,/,-13%,/,/,/,-4%
COC1CCOC2(CCN(C(=O)c3sccc3C)CC2)C1 (stereo unspecified),20,13%,-28%,1%,-1%,i,3%[12.5 µM]
N#Cc1nc(-c2ccc(COc3ccccc3)o2)oc1NCc1ccccc1,1,/,-4%,/,/,/,13%
CCc1ccc(N2CC(c3noc(-c4ccco4)n3)CC2=O)cc1 (stereo unspecified),-4,-25%,-3%,?,-10%,4%,5%
O=C(OCc1ccccc1)N1C[C@@H](CO)[C@@H]2Oc3c(F)cccc3[C@@H]21,14,?,/,?,/,/,/
O=C(NCC(c1cccnc1)N1CCc2ccccc21)c1ccccc1Br (stereo unspecified),-3,/,13%,/,/,/,-16%
COc1ccccc1-c1ccnc(-c2nnc(C)n2CCN2CCOCC2)c1,-7,?,-8%[87.6 µM],-16%[138 µM],-8%[172 µM],-7%[88.5 µM],0%[87.6 µM]
NCC(=O)N1CCC(n2nccc2NC(=O)c2ccc3c(c2)OCO3)CC1,10,-12%,3%,1%,11%,1%,-5%
COC(=O)C1=C(C)N=C2SC=C(CC(=O)Nc3ccc(OC)cc3)N2C1c1cccc(OC)c1 (stereo unspecified),21,?,16%,?,-21%,i,1%
O=C(NC1CCN(c2cc(-c3ccccc3)[nH]n2)C1)c1ccc2cc[nH]c2c1 (stereo unspecified),5,?,-13%,?,-5%,?,-19%
CCCCc1ncc(/C=C(\Cc2cccs2)C(=O)O)n1Cc1ccc(C(=O)O)cc1,13&8,/,7%[25.6 µM],/,/,i,-4%
# Next compounds follow.
SMILES,IP6K1 inh,HEK293 tox,SNCA expr inh,NIH3T3 tox,Luciferase inh,GPT2 inhibitor,SNCA viab count
CCCNC(=O)N(C1CCOCC1)C1CCN(C(=O)c2cnccn2)CC1,-13,0%,-8%,-8%,-11%,i,5%
Nc1c(-c2nc(-c3ccc(Cl)cc3)cs2)c2ccccn2c1C(=O)c1ccc2c(c1)OCO2,26,/,0%,/,/,/,-10%
COCCOC1CCN(C(=O)Cc2cccc(C)c2)CC1,21,4%,23%,i,-5%,i,0%[12.5 µM]
O=C(COc1ccccc1)NCCC1CCN(C(=O)Nc2cc(F)cc(F)c2)CC1,9,-17%,11%,?,0%,-16%,10%
Cn1nccc1C(O)c1cc2n(n1)CCN(C/C=C/c1ccccc1)C2 (stereo unspecified),26,?,7%,?,-6%,-35%,9%
CCC(CC)NC(=O)CCc1nc(C2CCCN2C(=O)NC(C)C)no1 (stereo unspecified),10,0%,-7%,0%,4%,4%,1%
Cc1c(C(=O)NCc2ccccc2)oc2ccc(S(=O)(=O)N3CCC(C)CC3)cc12,-7,/,?,/,/,/,-2%
O=c1[nH]c(N2CCOCC2)nc2c1CCN(Cc1cc(Cl)ccc1F)CC2,1,?,?,?,0%,i,8%
CCC(C)CNc1ncnc2c1CN(C1CCCNCC1)C(=O)CN2C (stereo unspecified),7,-7%,-2%,-6%,/,-18%,6%
Cc1ccc(Cn2cc(CCC(=O)NCc3ccc(OC(C)C)cc3)c3ccccc32)cc1,2,/,-7%,/,/,/,-6%
CNC(=O)[C@H]1C[C@H](Oc2cccnc2)CN1S(=O)(=O)Cc1ccccc1F,32,2%,2%,-15%,5%,1%,0%
CC1(C)CCC2(C(=O)OC3OCC(O)C(O)C3O)CCC3(C)C(=CCC4C5(C)CC(O)C(OC6OC(COC7OCC(O)C(O)C7O)C(O)C(O)C6O)C(C)(C)C5CCC43C)C2C1 (stereo unspecified),-7,/,/,/,/,4%[17.1 µM],-11%[12.5 µM]
COc1ccc(-c2ccccc2C(=O)N2CCC(NC(=O)C(C)(C)C)CC2)nn1,-2,i,/,-14%,/,/,/
O=C(c1c(F)cccc1F)N1CCC2(CC1)N=C(c1ccc(Cl)cc1)NO2,3,?,-15%,-27%,-7%,i,-7%
COc1cccc([S+](=O)([O-])N2CCC3(C2)N=C(c2cccnc2)C(=O)N3)c1 (stereo unspecified),-9,-3%,-8%,i,2%,-3%,2%
O=C(NC1CC1)C1CN(c2ccc(F)cc2)C(=O)N1 (stereo unspecified),8,i,-16%[87.6 µM],-7%[138 µM],-10%[172 µM],0%[88.5 µM],5%[87.6 µM]
CCc1ccc(N2CC(c3noc(-c4ccc(OC)c(F)c4)n3)CC2=O)cc1 (stereo unspecified),34,?,30%[activator],?,-13%,i,8%
COc1cc2c(=O)n(CCC(=O)NCC3CCCO3)c(=O)n(CC(=O)Nc3ccc(C)cc3C)c2cc1OC (stereo unspecified),-11,/,-10%,/,/,/,-3%
Cc1cc(C)cc(N2CCC(NC(=O)c3ccc(Br)o3)C2=O)c1 (stereo unspecified),-4,-26%,-11%,i,3%,i,-1%
O=C(CSc1nnc(CNC(=O)c2cccc(F)c2)n1-c1ccccc1)Nc1ccccc1F,-9,/,9%,/,/,/,7%
CCOc1ccc(-n2c(=O)c3c(C)c(C)sc3n(CC(=O)NCCc3ccccc3)c2=O)cc1,18,/,0%,/,/,/,-1%
COc1ccc2[nH]cc(CN3CCC([C@H]4[C@@H](OC)C(=O)N4C(C)C)CC3)c2c1,27,?,12%,-5%,1%,-4%,-7%
CC(C)(C)c1ccc(Oc2ccc(NC(=O)CCC(=O)OCC(=O)c3ccccc3)cc2)cc1,-12,/,-3%,/,/,/,3%
CCn1c(CC2C(=O)Nc3ccccc32)nc2ccccc2c1=O (stereo unspecified),2,/,7%,/,/,/,2%
CC(C)(C)c1ccc(S(=O)(=O)N2CCC(Oc3ccc(-n4cnnn4)cc3)CC2)cc1,25,/,27%,/,/,/,5%
# The list continues:
SMILES,IP6K1 inh,HEK293 tox,SNCA expr inh,NIH3T3 tox,Luciferase inh,GPT2 inhibitor,SNCA viab count
CCN(C1CCN(C)CC1)C1CN(C(=O)c2nccc3ccccc23)C1,7,-1%,3%,-11%,/,i,19%
NC(N)=NCCN1CCCCCCC1,25,/,-32%[0.232 µM],/,/,5%[0.698 µM],5%[0.225 µM]
C[C@H](O)c1onc(-c2ccccc2)c1C(=O)N1CCCCCC1,6,-25%[172 µM],-16%[87.6 µM],-27%[174 µM],9%[172 µM],?,11%[87.6 µM]
O=C1CC(c2nnc(Cc3ccc(F)cc3)o2)CN1c1ccccc1 (stereo unspecified),-14,/,-4%,/,/,/,-4%
Cn1ccc2c(C(=O)NCc3cccnc3)nc(-c3ccccc3C#N)cc21,-7,-18%[172 µM],16%[87.6 µM],25µM*,0%[172 µM],-5%[88.5 µM],-19%[87.6 µM]
COc1ccccc1-c1noc(-c2ccc(NC(C)C)c([N+](=O)[O-])c2)n1,14,/,270%[activator],/,/,/,-3%
CS(=O)(=O)N1CCC(OC2CCN(C(=O)Nc3ccccc3Cl)CC2)CC1,9,1%,8%,-1%,3%,i,-2%
Fc1ccc(C(OCCCc2cnc[nH]2)c2ccc(F)cc2)cc1,/,/,-9%,/,/,-6%,-15%
CCc1nonc1NC(=O)c1oc2ccc(Cl)cc2c1C,-11,/,38%[activator],/,/,/,-3%
C=CCNC(=O)N1CC[C@H]2CC(=O)N(CCNC(C)=O)CC[C@H]2C1,9,-3%[172 µM],-8%[87.6 µM],-19%[174 µM],4%[172 µM],-9%[88.5 µM],8%[87.6 µM]
N#Cc1ccc(CN2C[C@@H]3C(=O)N(CCN4CCc5ccccc5C4)C(=O)[C@@H]3C2)cc1,-17,?,27%,?,-25%,i,33%
COc1ccc(OCC(=O)NCCS(=O)(=O)N2CCN(c3cccc(Cl)c3)CC2)cc1,16,/,8%,/,/,/,-1%
CSc1cccc(NC(=O)Nc2ccccc2OCc2cc(=O)n3cc(C)ccc3n2)c1,-2,/,41%[activator],/,/,/,-8%
COc1cccc(N2CCN(S(=O)(=O)c3cc(Br)cc4c3N(C(=O)C3CC3)CC4)CC2)c1,-2,/,9%,/,/,/,-11%
COC(=O)C1=C(c2ccccc2)c2ccccc2S(=O)(=O)N1CC(=O)Nc1cccc(C(C)=O)c1,-6,/,-11%,/,/,/,9%
O=C(CC1CCOC2(CCN(C(=O)c3cccs3)CC2)C1)N1CCCC1 (stereo unspecified),-1,-8%,1%,-17%,/,i,0%

# Reprinted at random: 3 records from the list, in no set order.
SMILES,IP6K1 inh,HEK293 tox,SNCA expr inh,NIH3T3 tox,Luciferase inh,GPT2 inhibitor,SNCA viab count
C=CCNC(=O)N1CC[C@H]2CC(=O)N(CCNC(C)=O)CC[C@H]2C1,9,-3%[172 µM],-8%[87.6 µM],-19%[174 µM],4%[172 µM],-9%[88.5 µM],8%[87.6 µM]
CS(=O)(=O)N1CCC(OC2CCN(C(=O)Nc3ccccc3Cl)CC2)CC1,9,1%,8%,-1%,3%,i,-2%
CCN(C1CCN(C)CC1)C1CN(C(=O)c2nccc3ccccc23)C1,7,-1%,3%,-11%,/,i,19%
